TIM10 inh: growth inhibitors of isogenic TIM10 control yeast, primary screen, counter-screen for tim10-1 yeast inhibitor project, luminescence, uHTS; inhibition, % at 10 µM; S. cerevisiae TIM10 strain growth, BacTiter-Glo luminescence, 24 h; 330,000 compounds, 1.4% hits;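 active means inhibition of 40% or more at the single tested concentration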;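 further: wild-type TIM10 isogenic control strain grown at permissive 25 °C; 0% = DMSO yeast wells and 100% = minimal medium wells without yeast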
tim10-1 inh: growth inhibitors of tim10-1 mutant yeast, primary screen, luminescence, uHTS; S. cerevisiae tim10-1 ts strain growth, BacTiter-Glo, 24 h; inhibition, % at 20 µM; 330,000 compounds, 2.2% hits;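 active means inhibition of at least 40%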;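 further: mutant grown at 25 °C; 0% = DMSO wells with yeast and 100% = wells holding no yeast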
CHOP UPR activ: activators of apoptotic CHOP UPR arm, primary screen, cell-based, CHO-CHOP luciferase reporter, luminescence, uHTS; 330,000 compounds, 0.34% hits; UPR activation; percent of tunicamycin response over DMSO baseline; activation, % at 10 µM; AID 449763, 2010;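 active means at 10 µM dose, activation of 40% or more, normalized to positive control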;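 further: 100% = tunicamycin at 10 µg/mL and 0% = DMSO alone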
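System: CHO-CHOP luciferase reporter cell line | Buffer or medium: F12 medium containing 10% fetal bovine serum | Doses: One dose, 10 µM in 0.5% DMSO | Times: 6 h compound exposure at 37 °C after overnight seeding | Signal: Luciferase luminescence | Read-out: % activation vs tunicamycin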
697 NFkB inh: inhibitors of PMA/ionomycin-induced NF-kB reporter, 697 cells, primary screen, B-cell NF-kB inhibitor project, cell-based, luminescence, uHTS. 697 B-cell NF-kB luciferase reporter, 16 h. inhibition, % at 4 µM. 330,000 compounds, 0.33% hits. AID 435022, 2010; in the data active means inhibition above about 35%
tim23-1 inh: growth inhibitors of tim23-1 mutant yeast, primary screen, luminescence, uHTS | S. cerevisiae tim23-1 growth, BacTiter-Glo luminescence, 24 h | inhibition, % at 20 µM | 330,000 compounds, 1.3% hits;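 active means growth inhibition of the mutant yeast at or above 50%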;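 further: temperature-sensitive mutant grown at 25 °C; plate controls were DMSO-treated mutant yeast for no effect and medium wells lacking yeast for full effect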
UPR XBP1 act: activators of adaptive XBP1 UPR arm, primary screen, cell-based, CHO-XBP1 luciferase reporter, luminescence, uHTS | IRE1-XBP1 UPR activation; percent of tunicamycin response, DMSO as zero | activation, % at 20 µM | 330,000 compounds, 0.33% hits;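 active means versus positive control, 20 µM dose yields 30% or more activation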;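 further: 100% = tunicamycin at 10 µg/mL and 0% = DMSO only wells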
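Assay system: IRE1-XBP1 luciferase reporter CHO line. Input: 1000 cells/well. Buffer or medium: F12 with 10% serum. Doses: 20 µM, 1% DMSO. Times: overnight seeding at 37 °C, 6 h compound treatment at 37 °C. Technique: Steady-Glo luciferase glow luminescence, 10 min after reagent addition.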
Mdm2 MdmX PPI: inhibitors of human Mdm2-MdmX association, primary screen, cell-based, luminescence, split luciferase, SaOS-2, uHTS | 330,000 compounds, 3% hits | AID 485346, 2010 | inhibition, % at 8 µM | SaOS-2 split-luciferase Mdm2/MdmX complementation | Protein Mdm4 (Homo sapiens) + E3 ubiquitin-protein ligase Mdm2 (Homo sapiens), …;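 active means inhibition of at least 50% at 8 µM in the primary screen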
Target sequence (O15151 whole entry, looked up): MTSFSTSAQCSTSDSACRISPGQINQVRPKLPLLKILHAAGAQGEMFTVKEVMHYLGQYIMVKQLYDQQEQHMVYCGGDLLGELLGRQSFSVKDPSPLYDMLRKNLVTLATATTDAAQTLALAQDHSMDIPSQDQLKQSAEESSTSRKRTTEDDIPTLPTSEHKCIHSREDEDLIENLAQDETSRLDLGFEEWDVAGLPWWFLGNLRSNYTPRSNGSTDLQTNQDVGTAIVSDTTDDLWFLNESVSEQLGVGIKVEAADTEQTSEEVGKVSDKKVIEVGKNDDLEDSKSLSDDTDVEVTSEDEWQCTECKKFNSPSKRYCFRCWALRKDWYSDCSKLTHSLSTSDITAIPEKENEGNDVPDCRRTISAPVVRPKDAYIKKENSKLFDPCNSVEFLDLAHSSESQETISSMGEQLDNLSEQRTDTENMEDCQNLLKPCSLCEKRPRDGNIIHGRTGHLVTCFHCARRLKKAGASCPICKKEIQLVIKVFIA
Target sequence (Q00987 whole entry, looked up): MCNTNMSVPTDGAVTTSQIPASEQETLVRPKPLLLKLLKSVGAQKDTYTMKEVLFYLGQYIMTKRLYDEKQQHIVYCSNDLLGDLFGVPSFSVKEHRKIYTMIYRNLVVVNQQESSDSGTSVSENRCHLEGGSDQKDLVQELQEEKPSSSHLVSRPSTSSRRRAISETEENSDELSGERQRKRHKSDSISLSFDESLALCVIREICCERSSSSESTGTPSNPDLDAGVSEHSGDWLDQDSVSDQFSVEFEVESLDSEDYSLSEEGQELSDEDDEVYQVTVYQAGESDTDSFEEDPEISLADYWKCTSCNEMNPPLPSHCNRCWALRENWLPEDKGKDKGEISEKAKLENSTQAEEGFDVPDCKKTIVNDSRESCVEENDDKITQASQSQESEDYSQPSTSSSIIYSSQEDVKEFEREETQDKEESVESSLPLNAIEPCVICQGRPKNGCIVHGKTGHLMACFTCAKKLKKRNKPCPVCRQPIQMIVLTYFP
Jurkat NFkB inh: inhibitors of induced NF-kB luciferase reporter, primary screen, TCR NF-kB activation inhibitor project, cell-based, luminescence, uHTS | Jurkat, PMA/ionomycin-induced NF-kB luciferase reporter | AID 435003, 2010 | inhibition, % at 4 µM | 330,000 compounds, 0.53% hits; in the data active means inhibition above about 50%
Active calls of the source: *.

[1] O=C(c1ccc(-n2cncn2)c([N+](=O)[O-])c1)N1CCN(S(=O)(=O)c2ccc(Br)cc2)CC1
[2] Cc1ccc(S(=O)(=O)/N=S(/C)c2ccccc2)cc1 (stereo not drawn)
[3] CCOc1ccc(/C=N/NC(=O)CN2CCCCC2)cc1OCC
[4] O=C(CCN1C(=O)c2ccccc2S1(=O)=O)Nc1ccc2c(c1)OCCO2
[5] CCOc1ccccc1Nc1ccc(C(=O)O)cc1[N+](=O)[O-]
[6] CCCN1C2=C(C(=O)CC(C)(C)C2)C(c2ccc(F)cc2)C2=C1c1ccccc1C2=O (stereo not drawn)
assay / entry	1	2	3	4	5	6
TIM10 inh	7	3	0	0	12	-1
tim10-1 inh	13	-20	9	27	17	26
CHOP UPR activ	1.3	-2.6	-0.8	1.4	-2.0	2.0
697 NFkB inh	-13	6	-1	11	17	24
tim23-1 inh	3	9	-6	7	13	24
UPR XBP1 act	1	0	-3	-1	-3	0
Mdm2 MdmX PPI	5	-3	11	9	18	39
Jurkat NFkB inh	-3	9	-13	16	13	0

[7] CCNS(=O)(=O)c1c(C)cc(C)c(N(C)S(=O)(=O)c2ccccc2)c1C
[8] CCOC(=O)C1CCN(C(=O)COc2cccc(C)c2)CC1
[9] COc1cccc(C(C(=O)NC2CCCCC2)N(C(=O)c2ccco2)c2ccccc2OC)c1 (stereo not drawn)
[10] Cc1ccc(-c2nn[nH]n2)cc1
[11] COC(=O)C(NC=O)C(O)(Cc1ccccc1)C(F)(F)F (stereo not drawn)
[12] COc1cnc(-c2ccccn2)nc1N(C)C
assay / entry	7	8	9	10	11	12
TIM10 inh	2	-14	4	5	-11	-12
tim10-1 inh	23	-3	20	0	12	-18
CHOP UPR activ	-0.5	0.6	-1.5	-0.4	-0.2	-2.9
697 NFkB inh	-13	11	4	26	-5	5
tim23-1 inh	-2	1	23	10	11	-4
UPR XBP1 act	0	1	-2	-1	2	1
Mdm2 MdmX PPI	14	-20	18	0	3	72*
Jurkat NFkB inh	1	-4	13	1	-13	16

[13] O=C(CS(=O)(=O)c1ccccc1)N1CCCCCC1
[14] Cn1c(=O)c2c(nc(CN3CCc4ccccc4C3)n2Cc2ccc(Cl)cc2)n(C)c1=O
[15] Cc1nn(CCC(=O)NNC(=S)Nc2ccc([N+](=O)[O-])cc2)c(C)c1[N+](=O)[O-]
[16] COC(=O)c1c(NC(=O)CSc2ccccc2N)sc(C)c1C
[17] O=C(O)CN(C1CCCCC1)S(=O)(=O)c1ccc(F)cc1
[18] CCCCOc1ccc2c(c1)/C(=C(\C(Cl)=C(Cl)Cl)[N+](=O)[O-])N2
assay / entry	13	14	15	16	17	18
TIM10 inh	3	19	7	21	6	-2
tim10-1 inh	-12	12	-15	46*	12	4
CHOP UPR activ	2.7	-1.3	-0.6	-2.3	-1.6	-0.9
697 NFkB inh	-8	6	2	7	11	21
tim23-1 inh	-3	20	4	37	-7	16
UPR XBP1 act	0	2	-2	3	1	-1
Mdm2 MdmX PPI	7	8	-13	-3	19	2
Jurkat NFkB inh	-18	-4	2	-4	12	5

[19] CC1CC(C)CN(CCCNC(=O)c2ccc3c(c2)NC(=O)CS3)C1 (stereo not drawn)
[20] COCCC(=O)N1CCC(Oc2ccc(C(=O)NCCn3cccn3)cc2)CC1
[21] Cc1sc2ncnc(N3CCC(C(=O)Nc4ccccc4C(C)(C)C)CC3)c2c1C
[22] COc1ccc(N2Cc3ccccc3C2=NC(=O)c2cncc(Br)c2)cc1
[23] S=C(NCc1ccccc1)N1CCN(c2cccc(Cl)c2)CC1
[24] CCc1ccc(NC(=O)COc2ccc(/C=C(/C#N)c3nc4ccccc4[nH]3)cc2OC)cc1
assay / entry	19	20	21	22	23	24
TIM10 inh	-3	1	0	31	46*	10
tim10-1 inh	-9	8	15	19	26	-4
CHOP UPR activ	-0.7	-1.2	-2.1	3.0	0.0	172*
697 NFkB inh	-3	-3	-31	-32	-2	-3
tim23-1 inh	-21	14	15	38	45	14
UPR XBP1 act	-5	-3	-6	-1	-8	192*
Mdm2 MdmX PPI	17	27	51*	10	-5	100*
Jurkat NFkB inh	2	2	21	-14	-2	12

[25] COc1cccc(N2C(=O)CC(N3CCN(S(=O)(=O)c4ccccc4)CC3)C2=O)c1 (stereo not drawn)
[26] O=C(COc1cccc2c1CCN(Cc1ccccc1)C2=O)N1CCCCC1
[27] CC(C)c1nnc(SCC(=O)N2CCc3ccccc32)n1C
[28] Nc1ccccc1N=Nc1ccccc1N
[29] C=CCn1c(SC(C)C(=O)NCc2ccc3c(c2)OCO3)nc2scc(-c3ccccc3)c2c1=O (stereo not drawn)
[30] Cc1cc(=O)[nH]c(SCC(=O)Nc2ccc(C)c(S(=O)(=O)N3CCCCC3)c2)n1
assay / entry	25	26	27	28	29	30
TIM10 inh	6	3	-12	6	14	-12
tim10-1 inh	4	-1	-9	-20	23	10
CHOP UPR activ	-2.4	0.5	-0.1	2.1	1.9	-1.2
697 NFkB inh	23	-3	14	-117	5	-16
tim23-1 inh	10	-33	9	16	21	8
UPR XBP1 act	-9	-3	-1	0	-2	-3
Mdm2 MdmX PPI	20	23	29	-79	15	15
Jurkat NFkB inh	-5	14	-6	-98	-10	-4

Gathered by group: the entries above with a thiophene ring, fused or not
[16] COC(=O)c1c(NC(=O)CSc2ccccc2N)sc(C)c1C
[21] Cc1sc2ncnc(N3CCC(C(=O)Nc4ccccc4C(C)(C)C)CC3)c2c1C
[29] C=CCn1c(SC(C)C(=O)NCc2ccc3c(c2)OCO3)nc2scc(-c3ccccc3)c2c1=O (stereo not drawn)
assay / entry	16	21	29
TIM10 inh	21	0	14
tim10-1 inh	46*	15	23
CHOP UPR activ	-2.3	-2.1	1.9
697 NFkB inh	7	-31	5
tim23-1 inh	37	15	21
UPR XBP1 act	3	-6	-2
Mdm2 MdmX PPI	-3	51*	15
Jurkat NFkB inh	-4	21	-10

Other compounds follow.
[31] Cc1ccc(S[C@@H](CCN2CC[C@H](NC(=O)OCc3ccccc3)CCC2=O)c2ccccc2)cc1
[32] Cc1onc(-c2ccc3c(c2)OCO3)c1-c1ccc2[nH]ccc2c1
[33] COc1ccc(-c2onc(C)c2-c2cnn(-c3ccccc3)c2)c(O)c1C
[34] CCOC(=O)[C@@H]1[C@H]2COc3cc(OC)ccc3[C@@H]2N2C(=O)N(c3cccc(C)c3)C(=O)[C@@]12C
[35] Cc1ccc(-c2cc(N)n[nH]2)cc1
[36] COc1cccc(N2C(=O)CN(Cc3ccc(OC)c(OC)c3)C2=S)c1
assay / entry	31	32	33	34	35	36
TIM10 inh	8	-13	24	21	-13	10
tim10-1 inh	1	54*	19	16	-14	38
CHOP UPR activ	0.9	-2.0	-0.3	-3.2	-0.7	1.2
697 NFkB inh	-10	3	8	-23	1	-8
tim23-1 inh	7	-6	38	33	-1	31
UPR XBP1 act	0	-2	0	1	1	-1
Mdm2 MdmX PPI	-31	49	33	6	16	-11
Jurkat NFkB inh	9	30	3	-2	-12	-6

[37] COc1ccc(CNC(=O)C(OC(=O)c2ccco2)c2ccccc2F)cc1 (stereo not drawn)
[38] C[C@@H]1CC[C@@]2(O[C@H](CCO)C[C@H](O)[C@H]2O)O1
[39] Cc1c(S(=O)(=O)N2CCCC2)c(=O)n(C)c(=O)n1C
[40] c1cncc(CNc2ncnc3sc4c(c23)CCCC4)c1
[41] COC(=O)C(CC(C)C)NC(=O)CSc1nc(-c2ccccc2)c(C#N)c(=O)[nH]1 (stereo not drawn)
[42] Nn1c(COc2ccccc2)nc2ccccc2c1=O
assay / entry	37	38	39	40	41	42
TIM10 inh	14	-9	-7	-17	8	3
tim10-1 inh	-7	-13	-5	0	-2	-1
CHOP UPR activ	1.4	1.1	1.2	0.5	-3.4	3.6
697 NFkB inh	8	16	6	5	-16	-16
tim23-1 inh	15	-5	4	10	-28	1
UPR XBP1 act	-7	1	-1	-1	0	4
Mdm2 MdmX PPI	28	13	16	27	-44	-7
Jurkat NFkB inh	-10	-1	9	12	-12	-22

3 entries from above, with values under each structure.
Results follow in this order: TIM10 inh | tim10-1 inh | CHOP UPR activ | 697 NFkB inh | tim23-1 inh | UPR XBP1 act | Mdm2 MdmX PPI | Jurkat NFkB inh
38) C[C@@H]1CC[C@@]2(O[C@H](CCO)C[C@H](O)[C@H]2O)O1
 : -9 | -13 | 1.1 | 16 | -5 | 1 | 13 | -1
39) Cc1c(S(=O)(=O)N2CCCC2)c(=O)n(C)c(=O)n1C
 : -7 | -5 | 1.2 | 6 | 4 | -1 | 16 | 9
40) c1cncc(CNc2ncnc3sc4c(c23)CCCC4)c1
 : -17 | 0 | 0.5 | 5 | 10 | -1 | 27 | 12

Later entries:
[43] CCNc1nc(NCC)n2c(SCC(=O)Nc3ccc(C)c(C)c3)nnc2n1
[44] CCc1c(C(=O)N/N=C/c2cccs2)nnn1-c1nonc1N
[45] COc1ccc(NC(=O)[C@@H]2CCCN2S(=O)(=O)c2cccc3cccnc23)cc1
[46] CCOC(=O)C1=C(COC(=O)CSc2ccc(Br)cc2)NC(=O)NC1C (stereo not drawn)
[47] CCCn1c(NCc2cccc(OC)c2O)nc2ccccc21
[48] CCOC(=O)C1CCN(c2nc(C)cc(C)c2C#N)CC1
assay / entry	43	44	45	46	47	48
TIM10 inh	9	-15	4	-1	4	-8
tim10-1 inh	31	-6	18	13	14	17
CHOP UPR activ	-1.1	3.8	-1.5	1.3	2.3	-0.3
697 NFkB inh	4	-2	23	11	-2	1
tim23-1 inh	20	-1	5	22	8	19
UPR XBP1 act	-1	3	1	-3	1	0
Mdm2 MdmX PPI	-6	-9	10	-5	9	-7
Jurkat NFkB inh	-1	8	-2	7	-11	13

[49] NC(=O)c1ccccc1OCC(=O)c1ccc(Cl)cc1
[50] Cc1ccc(NC(=O)CNC(=O)c2ccc(Br)o2)nc1
[51] Cc1ccc(CNC(=O)CSc2nc(=O)n3cccc(C)c3n2)cc1
[52] Cc1nc2c(c(C)nn2-c2ccccc2)c(C)c1C
assay / entry	49	50	51	52
TIM10 inh	23	-2	-14	11
tim10-1 inh	26	-24	-3	15
CHOP UPR activ	2.0	-1.7	-0.8	-1.5
697 NFkB inh	22	-7	28	3
tim23-1 inh	20	-28	1	10
UPR XBP1 act	-1	-5	-2	0
Mdm2 MdmX PPI	-6	16	20	14
Jurkat NFkB inh	-9	4	9	3

Assay outcomes as filed in PubChem BioAssay.
